Assay outcomes (PubChem BioAssay)
Keap1-Nrf2 PPI – Keap1-Nrf2 (human) interaction inhibition; inhibition, % at 9.4 µM; Q14145; actives 0.15% (n = 340,000); Keap1 Kelch-Nrf2 peptide fluorescence polarization, 1536-well; in the data active means inhibition above about 12%;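 further: human Keap1 Kelch domain with fluorescein labeled Nrf2 9mer peptide probe; 0% = neutral control wells and 100% = peptide positive control; higher means more block of Keap1 binding to Nrf2 peptide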
Target sequence (Q14145 whole entry, looked up, the tested form may be a part): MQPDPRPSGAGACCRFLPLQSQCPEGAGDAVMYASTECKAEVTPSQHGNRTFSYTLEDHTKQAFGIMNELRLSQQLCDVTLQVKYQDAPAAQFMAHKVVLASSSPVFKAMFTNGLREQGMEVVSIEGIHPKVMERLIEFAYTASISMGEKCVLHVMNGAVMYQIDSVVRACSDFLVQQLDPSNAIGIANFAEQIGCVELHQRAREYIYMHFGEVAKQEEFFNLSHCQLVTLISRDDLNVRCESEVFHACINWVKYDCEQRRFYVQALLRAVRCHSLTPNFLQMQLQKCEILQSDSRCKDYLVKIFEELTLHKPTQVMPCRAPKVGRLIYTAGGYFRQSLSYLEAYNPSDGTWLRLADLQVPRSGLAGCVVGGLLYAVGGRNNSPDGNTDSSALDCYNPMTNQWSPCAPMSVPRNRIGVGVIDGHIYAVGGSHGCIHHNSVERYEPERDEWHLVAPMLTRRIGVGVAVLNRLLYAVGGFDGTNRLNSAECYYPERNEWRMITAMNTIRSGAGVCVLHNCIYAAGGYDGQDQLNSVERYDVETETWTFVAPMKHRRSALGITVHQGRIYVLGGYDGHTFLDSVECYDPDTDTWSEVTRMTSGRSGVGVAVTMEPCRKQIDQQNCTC
Rtt109 HAT inh – inhibitors of Candida albicans Rtt109/Vps75 histone acetyltransferase; Q5AAJ8; purified Rtt109/Vps75, ThioGlo CoA-SH fluorescence, 4 h; inhibition, % at 34.9 µM; actives 0.16% (n = 330,000); AID 540336;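 active means inhibition of at least 50% in every replicate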
Target sequence (Q5AAJ8 whole entry, looked up): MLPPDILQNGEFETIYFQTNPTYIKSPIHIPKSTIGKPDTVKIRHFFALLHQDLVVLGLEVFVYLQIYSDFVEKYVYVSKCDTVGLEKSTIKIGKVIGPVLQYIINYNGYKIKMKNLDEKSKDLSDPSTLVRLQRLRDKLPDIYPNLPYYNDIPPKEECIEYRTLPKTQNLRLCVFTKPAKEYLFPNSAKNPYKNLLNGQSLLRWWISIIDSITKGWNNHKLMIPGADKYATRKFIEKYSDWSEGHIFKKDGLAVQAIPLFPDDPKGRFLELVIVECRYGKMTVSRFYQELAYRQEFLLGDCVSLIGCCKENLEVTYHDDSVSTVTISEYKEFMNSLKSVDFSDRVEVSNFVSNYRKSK
C-LANA FP – inhibitors of KSHV LANA C-terminal domain DNA binding; MBP-C-LANA/FAM-LBS DNA binding, fluorescence polarization; inhibition, % at 9 µM; actives 0.078% (n = 340,000);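 active means highest replicate inhibition at or above 60% at 9 µM, even if other replicates fall short; inactive means all replicates below 60% inhibition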;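 further: 0% = neutral control wells and 100% = 4 µM acridine orange control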
Cardiac RTF inh – cardiac RTF calcium desensitization | P19429+P45379 | IANBD-labeled cardiac RTF, Ca2+ fluorescence | inhibition, % at 7.15 µM | actives 0.12% (n = 340,000);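 active means inhibition above the mean inhibition of all tested compounds plus 3 SD, cut at about 17% in these data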;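 further: assay run at fixed EC70 calcium of 1.6 mM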
cardiac RTF act – cardiac RTF calcium sensitization; activation, % at 7.2 µM; AID 493008; P19429+P45379; IANBD-labeled TnC RTF fluorescence at EC20 calcium; 0% EC20 calcium, 100% full calcium; actives 0.24% (n = 340,000);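 active means activation above the mean over all tested compounds plus 3 SD, cut at about 30% in these data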;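 further: rise in fluorescence read as greater calcium sensitivity of cardiac thin filaments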
SR-BI DiI-HDL act – enhances SR-BI lipid uptake from DiI-HDL; activation, % at 12.5 µM; CHO ldlA[mSR-BI] cells, DiI-HDL uptake fluorescence, 3 h; 100 = double the neutral-control signal; AID 504775; actives 0.096% (n = 320,000);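 active means mean replicate activation of at least 60% and every replicate at or above 60%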;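 further: 0% = median plate neutral-control signal and 100% = twice that signal; values of inactives mirror those of a sister screen read the other way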
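Assay system: LDL receptor-deficient CHO ldlA cells overexpressing murine SR-BI / Medium: BSA-supplemented, HEPES-buffered Ham's F12, pH 7.4 / Probe or stimulus: DiI-labelled HDL at 10 µg/mL final / Timing: compound with DiI-HDL co-incubation, 3 h at 37 °C / Technique: bottom-read cell fluorescence after medium removal, ex 550/em 595 nm / Measure: HDL uptake via cellular fluorescence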
CAL PDZ FP-1 – inhibitors of human CAL PDZ peptide binding. Q9HD26. purified CAL PDZ, TMR-peptide fluorescence polarization, 1 h. inhibition, % at 20 µM. actives 0.02% (n = 330,000). AID 504414;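 active means highest replicate inhibition of at least 40%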;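 further: plate controls were DMSO neutral control wells for no effect and unlabeled competitor peptide control wells for full effect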
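material = purified tagged CAL PDZ domain construct (CerCALP) | buffer or medium = sodium phosphate/NaCl buffer pH 7.4 with TCEP, IgG, Thesit | reagent = TMR-labelled reporter peptide T*-PRC34 bound in PDZ groove | incubation = 1 h room-temperature incubation prior to read | measured by = fluorescence polarization (mP) | evaluation = percent inhibition from loss of millipolarization | control set = unlabelled peptide and DMSO controls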
PKA-R2B activ – activators of human PKA-R2B complex. P22694+P31323. PKA-R2B holoenzyme dissociation, Cy5-IP20 fluorescence polarization; R2B truncated from residue 108, S112A mutant; 0% DMSO only, 100% 113 µM cGMP. activation, % at 11.4 µM. actives 0.079% (n = 340,000);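 active means activation above a cutoff set at the mean over all compounds plus 3 SD, cut at about 18% in these data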;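 further: higher means more holoenzyme dissociation and a rise in polarization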
CAL PDZ FP-2 – CAL PDZ (human) peptide binding inhibition; purified CAL PDZ, TMR-peptide fluorescence polarization, 1 h; inhibition, % at 24.9 µM; AID 602252; actives 0.92% (n = 300,000);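 active means mean inhibition of at least 30% with at least half of replicates also reaching 30%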;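 further: 0% = DMSO neutral control and 100% = excess unlabeled competitor peptide PRC23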
DAGLB inh – diacylglycerol lipase beta (human) inhibition; Q8NCG7; HEK293T DAGLB membrane lysate, EnzChek fluorogenic substrate; inhibition, % at 5.17 µM; actives 0.059% (n = 340,000); AID 504411; in the data active means inhibition above about 34%;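 further: 0% = enzyme with vehicle and 100% = wells lacking enzyme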
The depositor's hits bear a star; . = not tested or not shown.

entry	smiles	Keap1-Nrf2 PPI	Rtt109 HAT inh	C-LANA FP	Cardiac RTF inh	cardiac RTF act	SR-BI DiI-HDL act	CAL PDZ FP-1	PKA-R2B activ	CAL PDZ FP-2	DAGLB inh
1	COC(=O)C(NC(=O)c1ccccc1)=C1CCCCC1	-1.7	-5.7	0.3	-3.0	4.8	14.2	-1.1	1.6	0.3	-2.3
2	CCOC(=O)CN1CC23C=CC(O2)C(C(=O)NC2CCCC2)C3C1=O (stereo not drawn)	-2.7	-1.8	-6.3	-2.2	4.2	4.4	-3.2	18.3	4.3	0.5
3	Cc1nc(C)n(CC(O)COc2ccc3cc(Br)ccc3c2)n1 (stereo not drawn)	0.4	-1.2	-1.5	-8.9	-2.2	14.9	-3.0	-8.7	.	0.9
4	Cc1cc2n(n1)C(c1sccc1C)Nc1ccccc1-2 (stereo not drawn)	2.3	9.4	3.2	-5.0	1.3	-17.5	-1.1	-0.9	-2.5	-4.5
5	COc1ccccc1C1C(C(N)=O)=C(C)Nc2nc(-c3ccc(Cl)cc3)nn21 (stereo not drawn)	4.9	3.2	-0.3	-15.5	4.8	22.0	-0.1	-0.7	.	0.1
6	CCOc1ccc(OCCOCCN2CCOCC2)cc1	-3.0	-3.9	2.4	0.2	-4.8	24.5	.	-1.6	1.5	-0.1
7	COc1ccc(N2CCN(C(=O)CNC(=O)c3ccccc3Cl)CC2)cc1	-0.5	-1.8	-1.4	0.1	-1.3	-11.2	0.6	-3.1	-1.5	0.4
8	COc1ccc([C@H]2CC(=O)C=C(c3ccc(C)cc3)C2)cc1OC	-4.9	2.8	-1.2	-4.2	3.9	-16.8	-1.7	-6.6	-1.3	-1.8
9	Cc1nnc(SC(C)C(=O)Nc2ccc3ccccc3c2)[nH]c1=O (stereo not drawn)	1.7	-4.4	0.0	-11.8	-8.8	-13.5	-1.0	-5.9	-3.3	1.2
10	CCc1ccc2[nH]c3nc(C)cc(C)c3c(=O)c2c1	-2.6	-2.7	0.7	1.5	0.3	-9.3	-1.2	14.3	-3.5	-0.7
11	COc1ccccc1N(CC(=O)Nc1ccc(C)cc1Cl)S(=O)(=O)c1cccs1	5.5	8.9	0.3	-6.1	-7.8	-25.4	-0.6	-3.4	.	-2.9
12	CCC(C)[C@H](NC(=O)N1CCCCC1)C(=O)OC (stereo partly drawn)	1.6	-12.1	0.4	0.3	2.8	16.5	-1.7	4.8	-6.0	-1.0
13	O=C(NCC1COCCO1)c1ccc2nc(Cc3cccc(Cl)c3)oc2c1 (stereo not drawn)	5.3	1.4	1.2	-2.2	-3.1	-6.2	-1.5	-9.0	-4.7	0.4
14	CCN1CCN(c2ccc(S(=O)(=O)N3CCCCC3)cc2NC(=O)c2ccc(C)o2)CC1	3.6	15.7	-0.3	-1.6	-2.8	-0.6	-0.9	-3.9	-5.2	2.1
15	O=C(N/C(=C\c1ccc(F)cc1)C(=O)N1CCCCCC1)c1ccccc1	4.7	-2.4	1.0	-5.7	-1.8	-2.3	1.9	-3.1	-0.3	-4.8
16	Cc1oc2ccc(OC(=O)COc3c(F)c(F)c(F)c(F)c3F)cc2c1C(=O)OC(C)C	-0.5	5.1	-0.1	-8.7	3.6	3.2	-0.3	-10.1	-0.4	-0.2
17	CCOC(=O)[C@@H]1[C@H]2COc3ccc(Br)cc3[C@@H]2N2C(=O)N(c3ccc(F)cc3)C(=O)[C@]12C	0.7	0.3	-2.3	0.8	-2.0	0.9	0.6	-7.0	-18.7	-5.1
18	Cc1ccc(NC(=O)CCS(=O)(=O)c2cccc3nonc23)c(Br)c1	-7.4	3.4	0.2	-9.5	1.0	8.9	-1.7	-1.4	-2.0	1.1
19	Cc1ccc(C(=O)C[n+]2cccc3ccccc32)cc1	-22.5	-3.1	-0.2	-9.8	4.5	-6.1	-1.0	-2.7	-2.8	3.3
20	COc1ccc(NC(=S)N(Cc2cccc(Br)c2)CC2CCC(C(=O)O)CC2)cc1 (stereo not drawn)	-1.7	3.9	-0.2	8.9	-1.1	9.9	-0.1	-3.1	.	-0.4
21	CCc1nc(SCC(=O)OC)c2c3c(sc2n1)COC(C)(C)C3	-4.1	-6.1	0.1	3.8	-4.0	-4.9	-1.0	-3.7	-5.4	-5.6
22	Cc1ccc(-c2cc(C(=O)N/N=C/c3c(C)nn(-c4ccccc4)c3C)[nH]n2)cc1	-2.7	8.5	0.5	5.3	-1.9	-77.8	-0.5	-1.4	1.6	1.2
23	CN1C(=O)[C@H]2[C@@H](/C=C/c3ccccc3)N3C(=O)CN(Cc4ccccc4)C(=O)[C@@]3(C)[C@H]2C1=O	-2.3	10.8	1.0	-2.5	-8.0	19.8	1.1	1.2	0.3	-4.2
24	CCn1c(C)[n+](CCOC(C)=O)c2cc(Cl)c(Cl)cc21	-2.0	-5.0	-0.2	3.6	5.6	4.4	0.8	-9.4	13.7	0.2
25	Cc1cccc(OCC(O)Cn2c(=N)n(CCN3CCCCC3)c3ccccc32)c1 (stereo not drawn)	0.3	3.8	1.8	-7.9	0.0	-3.7	-1.7	0.8	-0.4	1.9

Retrieved one by one from the list above:
entry	smiles	Keap1-Nrf2 PPI	Rtt109 HAT inh	C-LANA FP	Cardiac RTF inh	cardiac RTF act	SR-BI DiI-HDL act	CAL PDZ FP-1	PKA-R2B activ	CAL PDZ FP-2	DAGLB inh
16	Cc1oc2ccc(OC(=O)COc3c(F)c(F)c(F)c(F)c3F)cc2c1C(=O)OC(C)C	-0.5	5.1	-0.1	-8.7	3.6	3.2	-0.3	-10.1	-0.4	-0.2
21	CCc1nc(SCC(=O)OC)c2c3c(sc2n1)COC(C)(C)C3	-4.1	-6.1	0.1	3.8	-4.0	-4.9	-1.0	-3.7	-5.4	-5.6
18	Cc1ccc(NC(=O)CCS(=O)(=O)c2cccc3nonc23)c(Br)c1	-7.4	3.4	0.2	-9.5	1.0	8.9	-1.7	-1.4	-2.0	1.1

More structures.
entry	smiles	Keap1-Nrf2 PPI	Rtt109 HAT inh	C-LANA FP	Cardiac RTF inh	cardiac RTF act	SR-BI DiI-HDL act	CAL PDZ FP-1	PKA-R2B activ	CAL PDZ FP-2	DAGLB inh
26	Cc1cccc(-n2c(C)cc(C(=S)N3CCOCC3)c2C)c1C	-7.1	-3.4	1.6	-8.3	2.7	-8.1	8.9	-1.2	-1.7	-1.8
27	O=C(C[C@@H]1C/C=C\C[C@H](Cc2ccc(F)cc2)C(=O)OCCNC1=O)NCCO	-2.2	5.1	-1.1	-10.5	-8.2	-2.6	0.5	3.4	-4.4	1.5
28	O=C(CCN=C1NS(=O)(=O)c2ccccc21)OCc1nnc(-c2ccc([N+](=O)[O-])cc2)o1	-7.1	-3.0	-1.2	4.7	4.0	-42.5	-0.6	2.4	.	-0.2
29	CN(C(=O)CSc1nnc(C2CC2)n1-c1ccccc1)C1CCS(=O)(=O)C1 (stereo not drawn)	-6.8	9.7	1.4	-4.9	-0.1	7.6	0.1	-2.6	-1.9	-2.5
30	O=C(Nc1ccc(Cl)cc1Cl)c1ccc2ncsc2c1	-1.1	0.8	-2.4	-2.5	-1.0	0.7	-1.2	-4.7	-3.8	-5.2
31	Cc1[nH]c2ccc3ncccc3c2c1C	-5.3	6.7	-2.5	-8.5	7.6	12.4	0.1	-8.8	-1.2	2.6
32	O=C1N=C(N2CCCCC2)S/C1=C\c1ccncc1	-3.2	-2.2	0.9	-12.3	-1.2	21.1	-0.1	5.7	-4.7	-2.6
33	O=C(CN1C(=O)C2C3CCC(C3)C2C1=O)Oc1ccc2ccccc2c1 (stereo not drawn)	-3.8	-7.3	0.9	-2.1	4.7	19.4	-0.4	-12.1	1.0	-6.1
34	CC(=O)c1ccc(NC(=O)C(C)OC(=O)C(C)Oc2cccc(C)c2)cc1 (stereo not drawn)	-3.0	5.8	-0.3	2.2	4.1	19.0	-1.8	-0.7	-3.9	-0.2
35	CN(C(=O)c1cccc(C#N)c1)c1nnc(-c2ccccn2)s1	3.7	0.7	-0.9	-2.0	-7.9	1.9	0.2	4.6	.	-1.6
36	Cc1ccc(-c2noc(-c3c(C)noc3C)n2)cc1	-4.1	1.6	1.9	-16.5	18.9	-9.8	-0.8	2.2	-4.1	-4.2
37	CC(=O)N(c1ccc(Cl)cc1)c1c[nH]c2ccccc12	-1.0	.	-0.6	-1.5	2.8	-11.3	-2.7	-2.0	-3.1	-2.0
38	CC1CCc2[nH]c3ccc(C(=O)N(C)CC(=O)Nc4ccccc4C(F)(F)F)cc3c2C1 (stereo not drawn)	1.9	2.7	-1.2	-3.0	-3.0	-36.2	0.0	-2.4	-2.3	-0.2
39	CN(C)CCn1cnc2c1c(=O)[nH]c(=O)n2Cc1ccccc1	-2.1	1.3	-2.6	-0.1	-4.6	17.0	0.3	3.0	0.1	0.7
40	COc1cc(C(=O)N/N=C/c2coc3ccc(Cl)cc3c2=O)ccc1O	3.3	4.0	1.6	0.3	-4.9	8.2	-3.0	3.6	-4.5	0.3
41	O=C1CC(Cc2ccccc2)C(=O)N1c1ccccn1 (stereo not drawn)	-0.7	-8.4	1.7	-4.6	5.4	18.3	0.1	3.0	1.2	-0.2
42	Cc1ccccc1Cc1c(C)nc2c(C(=O)N3CCN(Cc4ccc5c(c4)OCO5)CC3)cnn2c1C	-0.2	-1.2	1.8	-7.2	0.4	-12.9	.	-8.7	-2.0	0.8
43	CN(C)Cc1cc(O)c(CN(C)C)cc1O	4.8	10.3	10.2	-3.4	8.2	6.6	0.9	1.1	-2.5	-0.3
44	Cn1c(C(=O)NCCC2=CCCCC2)cc2c(=O)n3ccccc3nc21	-2.6	-16.5	-0.5	5.7	6.6	-2.2	-0.4	-1.5	-3.2	1.6
45	CCn1c(SCC(=O)N2CCCc3ccccc32)nc2c(c1=O)SC(C)C2 (stereo not drawn)	0.6	6.9	-1.0	-2.6	5.8	19.0	-1.9	1.0	.	2.2
46	CCN(CC)S(=O)(=O)c1cccc(C(=O)N/N=C/c2ccc(N3CCOCC3)cc2)c1	-2.8	9.4	-1.1	10.7	1.2	-57.3	-0.4	-7.3	.	-2.8
47	CCN1CCN(C(=O)CSc2ccc(C)cc2)CC1	-1.6	2.5	4.8	3.4	-0.8	18.4	-0.3	4.1	-7.3	-2.7
48	Cc1cc(C(=O)CSc2nnc(N)s2)c(C)n1CCc1ccc(F)cc1	-8.3	1.7	0.0	-1.1	6.0	-62.4	-0.6	0.6	-7.6	0.2
49	CC1(C)CC(=O)C2=C(C1)c1c(ccc3ccccc13)NC2c1ccc(Br)o1 (stereo not drawn)	4.4	-9.0	1.3	2.1	-3.8	9.1	0.1	-6.0	-1.3	-4.5
50	CCCCc1nc2cc(C(=O)NCc3nccn3CC)ccc2o1	-1.8	-13.7	-1.0	1.2	-7.2	-3.7	-2.6	1.9	-2.0	2.6
